Screening data: PubChem BioAssay, several laboratories
Yeast superoxide: yeast age-related superoxide inhibition as caloric restriction mimetic. S. cerevisiae aged cells, superoxide DHE fluorescence; stronger effect = lower value. hit rate 0.18% among 330,000. superoxide response (% of plate mean), % at 10 µM. AID 2690;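 active = superoxide response under a set limit, about three screen SD below normal, cut at about 65% in these data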;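 also: yeast aged for seven days with compound at 30 °C before DHE staining; 100% = average MFI of all compound-treated wells on the plate with controls excluded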
CIT2 TOR yeast: alters CIT2-GFP fluorescence in TOR pathway yeast screen; hit rate 0.065% among 320,000; GFP response vs DMSO, % at 10 µM; AID 2029; S. cerevisiae CIT2-GFP strain, flow cytometry, 3 h; 100 means same as DMSO wells;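 active = GFP response relative to DMSO above a set limit, near the screen mean plus 3 SD, cut at about 150% in these data; inconclusive = Fewer than 70 cells measured for a yeast strain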;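 also: ratio of well median GFP fluorescence to mean of DMSO wells on the plate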
MEP2-GFP yeast: alters MEP2-GFP fluorescence in TOR pathway yeast screen | S. cerevisiae MEP2-GFP strain, flow cytometry GFP, 3 h; 100% = DMSO control level | hit rate 0.51% among 330,000 | GFP response vs DMSO, % at 10 µM | AID 2016;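 active = GFP response versus DMSO above a set limit, roughly screen mean plus 3 SD, cut at about 180% in these data; inconclusive = fewer than 70 cells counted for a yeast strain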;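 also: median GFP fluorescence of the barcode-gated MEP2-GFP cells per well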
AHR activator: activators of human aryl hydrocarbon receptor; AHR-responsive luciferase reporter cells, luminescence; activation, % at 5 µM; hit rate 2.5% among 320,000; in the data active = activation above about 47%;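 also: 0% = vehicle wells and 100% = reference agonist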
Target sequence (P35869 whole entry, looked up): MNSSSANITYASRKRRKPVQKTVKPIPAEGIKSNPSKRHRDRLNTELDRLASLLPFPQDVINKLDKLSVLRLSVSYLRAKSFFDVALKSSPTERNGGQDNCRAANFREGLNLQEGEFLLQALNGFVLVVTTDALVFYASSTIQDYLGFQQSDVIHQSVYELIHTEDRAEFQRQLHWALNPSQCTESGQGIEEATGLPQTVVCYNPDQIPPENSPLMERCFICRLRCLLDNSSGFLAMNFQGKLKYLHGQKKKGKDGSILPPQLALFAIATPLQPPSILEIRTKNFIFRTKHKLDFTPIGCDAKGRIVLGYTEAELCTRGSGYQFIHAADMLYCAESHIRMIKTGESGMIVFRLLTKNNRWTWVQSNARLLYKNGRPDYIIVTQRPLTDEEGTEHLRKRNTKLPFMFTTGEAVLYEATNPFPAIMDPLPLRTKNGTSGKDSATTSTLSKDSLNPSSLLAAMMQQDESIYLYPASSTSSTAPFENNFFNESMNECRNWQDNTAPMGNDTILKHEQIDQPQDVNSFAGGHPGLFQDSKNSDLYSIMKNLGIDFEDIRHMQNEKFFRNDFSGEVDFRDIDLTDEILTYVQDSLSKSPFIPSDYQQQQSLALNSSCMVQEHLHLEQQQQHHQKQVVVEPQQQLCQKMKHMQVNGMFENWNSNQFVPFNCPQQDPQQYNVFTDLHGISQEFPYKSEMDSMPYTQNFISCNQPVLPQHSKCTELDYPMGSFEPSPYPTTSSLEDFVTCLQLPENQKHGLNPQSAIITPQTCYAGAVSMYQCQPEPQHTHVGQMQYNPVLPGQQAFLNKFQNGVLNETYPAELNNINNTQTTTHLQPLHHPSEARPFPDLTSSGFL
LAP4-GFP MLPCN: yeast TOR pathway LAP4-GFP modulation; S. cerevisiae LAP4-GFP multiplex, flow cytometry GFP, 3 h; median GFP as percent of DMSO wells; GFP response vs DMSO, % at 10 µM; hit rate 0.34% among 320,000; AID 2023;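 active = GFP response vs DMSO above a set limit, about the screen mean plus 3 SD, cut at about 150% in these data; inconclusive = under 70 cell events counted for the yeast strain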
RPL19A TOR yeast: yeast TOR pathway RPL19A-GFP modulation. S. cerevisiae RPL19A-GFP strain, flow cytometry, 3 h; stronger effect = lower value. percent response vs DMSO, % at 10 µM. hit rate 0.3% among 330,000. AID 2025;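 active = percent response vs DMSO below 50%; inconclusive = fewer than 70 events counted for the yeast strain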;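 also: median channel GFP fluorescence of the barcoded RPL19A-GFP strain; ratio of sample median GFP to plate DMSO average so 100% = DMSO; lower means less RPL19A-GFP as with rapamycin TOR inhibition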
AGP1-GFP MLPCN: modulators of TOR pathway AGP1-GFP in S. cerevisiae. S. cerevisiae AGP1-GFP multiplex flow cytometry, 3 h; GFP as percent of DMSO wells. hit rate 0.02% among 320,000. AID 2066. GFP response vs DMSO, % at 10 µM;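 active = GFP response relative to DMSO above a set limit, near screen average plus 3 SD, cut at about 150% in these data; inconclusive = fewer than 70 cells counted for the yeast strain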;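 also: median GFP channel fluorescence of the gated AGP1 strain per well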
Efflux pump inh: antifungal efflux pump inhibition, Nile Red retention. S. cerevisiae Candida pump triplex. inhibition, % at 10 µM. hit rate 0.44% among 330,000. AID 485275;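 active = plate passing quality check with inhibition over a set limit, or well fluorescence over plate mean plus 4 SD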;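 also: Nile Red retained in pooled yeast measured as flow cytometry median fluorescence; 0% = buffer negative control and 100% = Enniatin B positive control; higher means more Nile Red kept so more efflux inhibition; some compounds called inactive have numbers as strong as hits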
* marks the source's active call; other numbers are inactive results; u = inconclusive; x = not tested or not shown; [ ] = dose if it differs, or a comment.

SMILES	Yeast superoxide	CIT2 TOR yeast	MEP2-GFP yeast	AHR activator	LAP4-GFP MLPCN	RPL19A TOR yeast	AGP1-GFP MLPCN	Efflux pump inh
CC(C)CCN(C(=O)C1=COCCO1)c1c(N)n(Cc2ccccc2)c(=O)[nH]c1=O	107	92	100	0	115	100	103	0.0
CCCNC(=O)Nc1cc(OCC)c(N2CCOCC2)cc1OCC	97	109	94	0	92	97	101	-0.1
CC(=O)NC1C(=O)N(CCN2CCOCC2)c2ccc(Br)cc21 (stereo not drawn)	166	110	105	4	88	108	101	-0.1
O=C(NCCc1ccccc1)c1ccco1	102	106	104	1	105	98	102	0.0
CCN(CC)CCCn1c2c(c(SCC(=O)Nc3ccc4c(c3)OCCO4)nc1=O)CCC2	83	101	101	-1	110	98	109	0.1
CCOC(=O)c1c(C)[nH]c(C(=O)CN(C)CC(=O)Nc2ccccc2Cl)c1C	102	106	93	18	100	98	101	0.1
CCOC(=O)c1cc(-c2cc3ccccc3o2)nc2c1c(=O)[nH]c(=O)n2CCOC	91	u	175[may fluoresce violet]	10	90[may fluoresce violet]	62[may fluoresce violet]	23[may fluoresce violet]	0.2
Cc1cccn2c(=O)c3cc(C(=O)NC4CCS(=O)(=O)C4)sc3nc12 (stereo not drawn)	108	100	99	0	92	100	97	0.6
Cc1ccc2c(c1)N/C(=C(\C=C(/Cl)[N+](=O)[O-])[N+](=O)[O-])N2	108	77	105	26	110	88	102	0.0
N/C(=N\OC(=O)c1cccc(Cl)c1)c1ccccn1	96	86	100	70*	113	96	85	0.0
Cc1cc(C)nc(NC(=O)c2ccc(Br)s2)n1	103	112	116	19	97	108	113	-0.1
Cc1ccc2nc(Cl)c3cc(C(=O)NCCCN4CCCC4)sc3c2c1	100	98	104	8	93	103	106	-0.2
O=C(NCc1ccccn1)c1nc(Cn2ccc([N+](=O)[O-])n2)no1	104	102	92	1	94	100	105	0.0
OCCN1CCN(Cc2cc(Br)cc(Br)c2O)CC1	104	97	99	3	92	94	92	0.1
Cc1nc(-c2ccc(S(=O)(=O)Nc3ccc(Br)cc3F)cc2)co1	69	94	105	0	93	97	93	0.0

AHR activator: what is marked active above.
Structure | CIT2 TOR yeast | MEP2-GFP yeast | AHR activator | LAP4-GFP MLPCN | RPL19A TOR yeast | AGP1-GFP MLPCN | Efflux pump inh
N/C(=N\OC(=O)c1cccc(Cl)c1)c1ccccn1 | 86 | 100 | 70* | 113 | 96 | 85 | 0.0

(list continues)
SMILES	Yeast superoxide	CIT2 TOR yeast	MEP2-GFP yeast	AHR activator	LAP4-GFP MLPCN	RPL19A TOR yeast	AGP1-GFP MLPCN	Efflux pump inh
CCCCc1c(O)nc(SCC(=O)c2ccccc2)n(-c2ccccc2OC)c1=O	85	102	96	3	95	99	102	-0.1
COc1cc(S(=O)(=O)NCCN2CCOCC2)ccc1-n1cnnn1	112	95	99	-3	99	110	106	-0.3
CN(C(=O)COC(=O)CSCc1cccc(Cl)c1)c1c(N)n(Cc2ccccc2)c(=O)[nH]c1=O	106	98	95	0	96	94	94	-0.1
O=C1CSC(c2cn(-c3ccccc3)nc2-c2cc3ccccc3oc2=O)N1Cc1ccco1 (stereo not drawn)	98	100	97	1	102	100	99	0.0
CC(=O)N1CCN(CC(=O)Nc2cc(F)ccc2C)CC1	102	96	99	4	107	99	97	0.1
COc1ncccc1-c1nnn(-c2ccccc2)n1	95	91	98	31	94	99	96	0.1
Clc1cccc(OCCOCCN2CCNCC2)c1Cl	100	96	96	2	112	91	106	-0.1
COc1ccc(NC(=O)C(=O)NCCN2CCN(C(=O)c3ccc(C)cc3)CC2)cc1	111	107	102	9	101	105	108	0.2
O=C(O)c1cc(S(=O)(=O)N2CCCCC2)ccc1Cl	91	102	97	-2	87	102	100	-0.2
CCOC(=O)CN(c1cccc(C(C)=O)c1)S(C)(=O)=O	72	98	103	0	96	101	105	0.1
Cc1cc(=O)oc2cc(OCC(=O)OCC(=O)NC3CC3)ccc12	100	x	98	-3	95	92	96	0.1
CCc1ccc(NC(=O)C(C)OC(=O)c2cccc(S(=O)(=O)N3CCc4ccccc4C3)c2)cc1 (stereo not drawn)	80	102	103	1	95	102	100	-0.1
CCOC(=O)c1cc(NCc2cccs2)ccc1N1CCOCC1	81	117	109	17	113	103	119	0.3
Nc1nnc(CSCc2ccc(F)cc2)s1	67	109	99	0	96	101	104	-0.1
Cc1cc(NC(=O)COc2coc(CN3CCN(c4ccccc4)CC3)cc2=O)no1	99	105	100	-2	107	98	112	-0.1
O=C(NCCCN1CCOCC1)c1cc(-c2ccc3c(c2)OCO3)nc2ccccc12	98	105	114	42	103	105	102	0.3
Cc1ccc(S(=O)(=O)N2CCN(Cc3ccccc3)CC2)cc1	98	101	103	1	93	104	102	-0.2
CCOc1ccccc1NC(=O)CSc1nnc(CNC(=O)COc2ccc(Cl)cc2)o1	108	96	104	18	113	104	102	-0.1
O=C(NC1CCCCC1)C1CCCN(S(=O)(=O)c2ccc(F)cc2)C1 (stereo not drawn)	106	103	107	-1	95	106	106	0.1
Cc1cc(C(=O)N(C)Cc2c(F)cccc2Cl)c2ccccc2n1	94	91	95	7	99	90	92	-0.2
COc1ccc(NC(=O)CN(C)C(=O)C2=NN(c3ccccc3)C(=O)CC2)cc1	87	101	96	10	101	97	97	0.0
CCCc1cc(=O)[nH]c(SCC(=O)N2CCN(c3ccc(F)cc3)CC2)n1	119	101	98	-1	91	101	110	0.1
CC(C)C(NC(=S)Nc1ccccc1)C(=O)O (stereo not drawn)	107	107	105	3	103	101	106	-5.0
COc1ccccc1-n1cn[nH]c1=S	109	101	100	2	111	99	105	-0.1
CCC(C)(C)NC(=O)Cc1ccccc1OC	99	99	109	0	102	100	103	-0.1
C=CCn1c(SCC(=O)NCc2ccc3c(c2)OCO3)nc2scc(-c3ccc(F)cc3)c2c1=O	105	99	101	5	99	99	101	-0.1
O=C(Cc1ccccc1)N/N=C/c1cc(Br)cc(Cl)c1O	102	107	117	5	109	103	104	0.5
COc1ccccc1OCC(=O)NCCS(=O)(=O)N1CCN(c2ccc(F)cc2)CC1	106	101	106	2	97	100	103	-0.1
COCCn1c(SCC(=O)N2CCc3ccccc3C2)nc2cc(Cl)ccc2c1=O	97	92	102	3	98	95	97	0.0
C=C(C)COc1ccc2c(C)c(CC(=O)N3C[C@H]4C[C@@H](C3)c3cccc(=O)n3C4)c(=O)oc2c1C	99	96	99	1	98	93	100	0.1
CCC(=O)c1ccc(OCC(O)CN2C(=O)NC(C)(C)C2=O)cc1 (stereo not drawn)	99	95	106	-1	105	99	100	-0.2
O=S(=O)(c1cc(Cl)cc(Cl)c1O)N1CCC2(CC1)OCCO2	109	81	80	-3	86	97	89	1.2
COc1ccc(OC)c(-c2nnc3n2N=C(c2ccc(OC)c(OC)c2)CS3)c1	103	99	98	41	106	99	99	-0.2
CCOC1(c2ccccc2)OC(=O)c2ccccc21 (stereo not drawn)	93	121	104	-1	91	108	89	0.3
CCCCNC(=O)CCNC(=O)c1ccc(C(C)(C)C)cc1	78	u	169[may fluoresce violet]	4	90[may fluoresce violet]	47*[may fluoresce violet]	25[may fluoresce violet]	-0.1
COC(=O)N/N=C/c1ccc(OC(=O)c2ccco2)c(OC)c1	99	x	107	0	x	108	x	0.1
Cc1ccc(F)cc1NC(=O)C1CCCN(c2ncccn2)C1 (stereo not drawn)	104	93	100	2	100	94	92	-0.1
NC(N)=NS(=O)(=O)c1ccc(NC(=S)NC(=O)c2ccccc2)cc1	111	93	94	0	114	95	100	0.2
Cc1ccc(C2=Nc3ccccc3NC(C)(c3ccc(C)o3)C2)o1 (stereo not drawn)	93	85	92	41	87	90	88	0.2
Cc1ccc2[nH]c(=O)c(CN(C(=O)c3cccc([N+](=O)[O-])c3)C(C)C)cc2c1	113	104	99	9	103	99	105	-0.2
COc1ccc(NC(=O)c2cccc(OC(=S)N3CCOCC3)c2)cc1	86	105	107	3	101	103	107	-0.1
CC1CCC/C(=C\Nc2ccc(C(=O)O)c(O)c2)C1=O (stereo not drawn)	113	94	96	-4	98	96	101	0.0
CCOC(=O)c1cnc(-n2cc(C)cn2)nc1Nc1ccccc1OC	96	92	102	0	81	88	80	-0.1
Cc1cc(C)c(S(=O)(=O)N2CCOC2CNC(=O)C(=O)NCc2ccccn2)c(C)c1 (stereo not drawn)	102	100	104	4	100	98	100	4.8
C=CCNC(=O)CCCOc1cccc(C)c1	96	96	99	1	99	95	91	-0.1
CNC(=S)NNC(=O)c1sccc1C	105	96	126	0	99	98	96	0.2
O=C(CN1CCN(S(=O)(=O)c2ccccc2F)CC1)Nc1ccnn1C1CCCC1	94	96	102	-1	97	99	100	0.1
COc1cccc(/C=C2\SC(=S)N(CCCC(=O)N3CCCCC3)C2=O)c1	92	96	105	-2	124	100	104	-0.1
O=C(NC1CC1)c1ccc(CSCc2cccc(F)c2)o1	94	103	105	-2	104	102	104	-0.2
O=C(NCC(=O)N(c1ccccc1)C(C(=O)NC1CCCC1)c1cccnc1)c1ccco1 (stereo not drawn)	95	94	97	2	100	98	95	0.3
Nc1nc2n(n1)C(c1cccc(Br)c1)CC(c1ccccc1)N2 (stereo not drawn)	103	97	97	2	92	99	101	-0.2
Cc1nc(NCc2ccc(S(N)(=O)=O)cc2)c2c(C)c(C)sc2n1	103	114	107	2	99	109	107	-0.1
Cc1c(NS(=O)(=O)c2cccc([N+](=O)[O-])c2)c(=O)n(-c2ccccc2)n1C	139	101	108	1	96	104	101	-0.1
Cc1c(C)n(C(=O)CSc2nncn2C)c2ccccc12	88	107	101	8	101	99	101	0.1
COc1ccc(C(=O)Nc2ccccc2C(=O)Nc2cc(C)ccn2)cc1	86	95	105	56*	97	103	93	0.0
Cc1cccc2cc(CN(CC3CCCO3)C(=O)NC3CCCCC3)c(=O)[nH]c12 (stereo not drawn)	91	112	98	1	96	100	102	-0.1
COc1ccc(CN(Cc2nc3ccccc3c(=O)[nH]2)C(=O)c2ccco2)cc1	101	106	93	5	103	102	102	0.0
FC(F)(F)c1cc(-c2ccccc2)nc(-n2cncn2)n1	113	107	111	1	120	106	108	0.1
Cc1ccc(Cn2ccc(NC(=O)c3cc(C4CC4)on3)n2)cc1	114	92	96	-1	126	101	98	0.0
CCOC(=O)C1=C(C)N(c2ccccc2)C(=O)NC1c1cccc([N+](=O)[O-])c1 (stereo not drawn)	120	102	105	1	102	104	107	-0.2

Next section
SMILES	Yeast superoxide	CIT2 TOR yeast	MEP2-GFP yeast	AHR activator	LAP4-GFP MLPCN	RPL19A TOR yeast	AGP1-GFP MLPCN	Efflux pump inh
CCOC(=O)CC(=O)CSc1nc2ccc(OC)cc2cc1C	110	83	94	2	100	96	98	0.1
Cc1nccn1C(c1ccccc1)c1ccccc1	100	100	90	1	101	98	99	-0.1
COc1cc(S(=O)(=O)NCC2CCCO2)ccc1Br (stereo not drawn)	93	x	105	0	99	114	105	-0.1
COCc1cc(C)nc(OCC(=O)N/N=C/c2ccccc2O)c1C#N	100	97	102	-1	104	102	101	0.0
CCOc1ccc(S(=O)(=O)NCCC(=O)NC2CCN(Cc3ccccc3)CC2)cc1	101	103	106	0	107	98	105	0.1
CCN(CC(=O)Nc1ccc(NC(C)=O)cc1)C(=O)C1(c2ccccc2)CC1	120	89	97	0	107	97	97	0.0
Cc1cccc(NC(=O)CN(C)S(=O)(=O)c2ccc(-c3ccc(=O)[nH]n3)s2)c1C	119	103	105	5	92	105	109	-0.3
O=C(Cn1c(-c2cncs2)nc2ccccc21)NCc1ccccc1	103	103	96	-1	111	104	105	0.0
